aSyn yeast inh – rescues yeast growth from alpha-synuclein toxicity. Yeast expressing alpha-synuclein, growth rescue, BacTiter-Glo, 24 h. Potency, µM (doses to about 46.1 µM), inactives show at the highest dose growth rescue (activation), actives largely listed as activators. 370,000 tested, 0.14% active; further: potency means the concentration at half of the fitted maximal effect; % of control where 0% means no effect; nearly all actives have a fitted effect of over 65% in size
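Galactose-induced alpha-syn yeast (OD600=0.02, raffinose-pregrown) + pinned cpd, 24 hr, 30 deg C; growth by BacTiter-Glo luminescence. Growth restoration scores as activation.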
FUS suppressor – suppressors of FUS proteinopathy in yeast | S. cerevisiae FUS-expressing, growth rescue, OD600, 24 h | Potency, µM (highest dose often 76.6 µM), inactives show at the highest dose growth rescue (activation), actives largely listed as activators | 390,000 tested, 0.24% active | AID 1347120;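 further: potency means the concentration at half of the fitted maximal effect; plate controls were DMSO vehicle for no effect and reference control for full effect; nearly all actives have a fitted effect of over 55% in size; some results filed as inactive show a strong effect at the top dose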
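Absorbance at 600 nm, taken 24hr after compound addition, measured rescue of FUS-yeast growth at 30C. Induction used 2% galactose with seeding at OD 0.005. Controls: CP55940 from 92uM final, DMSO only.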
PLK1 PBD block – blocks phosphopeptide binding to human PLK1 polo-box domain; P53350; Plk1 PBD binding of FITC phosphopeptide, fluorescence polarization; Potency, µM, inactives show max response, negative = inhibition, usual class: inhibitors; 360,000 tested, 2.8% active; AID 720504; further: potency means the concentration at half of the fitted maximal effect; series mostly up to about 57 µM; on the % scale 0 is the no-effect control and ±100 the full control effect; nearly all actives have a fitted effect of over 65% in size
EPAC1 agonist – activates human EPAC1 exchange factor. Potency, µM (titrated, usually from 154 µM), without a hit: at the top dose activation, most hits filed as activators. AID 720707. 360,000 tested, 0.073% active. EPAC1 agonist qHTS, biochemical assay; response scale: 100% = response to 6.5 mM cAMP. O95398; further: potency means the concentration at half of the fitted maximal effect; nearly all actives have a fitted effect of over 60% in size
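Compounds were pinned as a concentration titration into mixtures of EPAC1 (100 nM), BODIPY-GDP-loaded Rap1B (250 nM) and GDP (50 uM). After 5 min at room temperature, fluorescence was followed for 30 min; activity was scaled to 6.5 mM cAMP.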
EPAC1 antagonist – blocks human EPAC1 exchange factor; 360,000 tested, 0.14% active; Potency, µM (titrated, usually from 115 µM), for inactives: top-dose activity change, negative = inhibition, actives largely listed as inhibitors; EPAC1 GEF assay, Rap1b-BODIPY-GDP exchange fluorescence; AID 720709;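 further: potency means the concentration at half of the fitted maximal effect; plate controls were vehicle for no effect and positive control for full effect; nearly all actives have a fitted effect of over 50% in size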
PI5P4K alpha inh – blocks human PI5P4K alpha kinase activity. PI5P4Kalpha enzyme, ADP-Glo luminescence, 60 min; hits give low values. P48426. 330,000 tested, 1.2% active. AID 652105. max response, %; active means max response of -50% or lower; inconclusive means between -30% and -50%; inactive means -30% or higher; further: value at the top dose of about 77 µM; on the % scale 0 is the no-effect control and ±100 the full control effect
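ADP-Glo luminescence end-point after a 60 min room-temperature kinase reaction. PI5P4Kalpha and substrate in HEPES pH 7.4 buffer with EGTA, 0.1% CHAPS and 5% DMSO; ATP at 5 microM final.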
IL2 activator – IL-2 activation; IL-2 activation reporter assay, cell-based qHTS; stimulated with anti-CD3/CD4/CD28 beads; in transgenic mouse T cells; activation, % (series mostly up to about 46 µM); 360,000 tested, 0.065% active; in the data active means activation above about 50%; inconclusive means mostly about 30% to 49%; further: 0% is about no effect
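Unstimulated transgenic mouse T cells preincubated 60 min with compound, then stimulated with anti-CD3/anti-CD4-coated beads plus anti-CD28 for 18 h at 37 degrees C. IL-2 response read as EGFP and DsRed fluorescence by plate cytometry.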
Abeta yeast res – compounds reversing amyloid beta toxicity in yeast; yeast expressing A-beta42, growth rescue, OD600, 48 h; response scale: 0% DMSO, 100% iron-clioquinol control; Potency, µM (doses to about 46.1 µM), inactives show at the top dose growth rescue, hits mostly activators; 410,000 tested, 0.063% active; further: potency means the concentration at half of the fitted maximal effect; nearly all actives have a fitted effect of over 55% in size
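Yeast A-beta toxicity model in growth medium with pinned compounds, 48 h at 30 C; growth read as absorbance at 600 nm. Normalized to FeCl3/clioquinol equimolar mix (positive) and DMSO (negative).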
WRN inhibitor – blocks human WRN helicase | WRN helicase unwinding, fluorescent forked duplex, kinetic | Potency, µM (series often up to 114 µM), inactives show at the highest dose activity change, negative = inhibition, usual class: inhibitors | 360,000 tested, 0.46% active; further: potency means the concentration at half of the fitted maximal effect; on the % scale 0 is the no-effect control and ±100 the full control effect; nearly all actives have a fitted effect of over 55% in size
Target sequence (Q14191 whole entry, looked up): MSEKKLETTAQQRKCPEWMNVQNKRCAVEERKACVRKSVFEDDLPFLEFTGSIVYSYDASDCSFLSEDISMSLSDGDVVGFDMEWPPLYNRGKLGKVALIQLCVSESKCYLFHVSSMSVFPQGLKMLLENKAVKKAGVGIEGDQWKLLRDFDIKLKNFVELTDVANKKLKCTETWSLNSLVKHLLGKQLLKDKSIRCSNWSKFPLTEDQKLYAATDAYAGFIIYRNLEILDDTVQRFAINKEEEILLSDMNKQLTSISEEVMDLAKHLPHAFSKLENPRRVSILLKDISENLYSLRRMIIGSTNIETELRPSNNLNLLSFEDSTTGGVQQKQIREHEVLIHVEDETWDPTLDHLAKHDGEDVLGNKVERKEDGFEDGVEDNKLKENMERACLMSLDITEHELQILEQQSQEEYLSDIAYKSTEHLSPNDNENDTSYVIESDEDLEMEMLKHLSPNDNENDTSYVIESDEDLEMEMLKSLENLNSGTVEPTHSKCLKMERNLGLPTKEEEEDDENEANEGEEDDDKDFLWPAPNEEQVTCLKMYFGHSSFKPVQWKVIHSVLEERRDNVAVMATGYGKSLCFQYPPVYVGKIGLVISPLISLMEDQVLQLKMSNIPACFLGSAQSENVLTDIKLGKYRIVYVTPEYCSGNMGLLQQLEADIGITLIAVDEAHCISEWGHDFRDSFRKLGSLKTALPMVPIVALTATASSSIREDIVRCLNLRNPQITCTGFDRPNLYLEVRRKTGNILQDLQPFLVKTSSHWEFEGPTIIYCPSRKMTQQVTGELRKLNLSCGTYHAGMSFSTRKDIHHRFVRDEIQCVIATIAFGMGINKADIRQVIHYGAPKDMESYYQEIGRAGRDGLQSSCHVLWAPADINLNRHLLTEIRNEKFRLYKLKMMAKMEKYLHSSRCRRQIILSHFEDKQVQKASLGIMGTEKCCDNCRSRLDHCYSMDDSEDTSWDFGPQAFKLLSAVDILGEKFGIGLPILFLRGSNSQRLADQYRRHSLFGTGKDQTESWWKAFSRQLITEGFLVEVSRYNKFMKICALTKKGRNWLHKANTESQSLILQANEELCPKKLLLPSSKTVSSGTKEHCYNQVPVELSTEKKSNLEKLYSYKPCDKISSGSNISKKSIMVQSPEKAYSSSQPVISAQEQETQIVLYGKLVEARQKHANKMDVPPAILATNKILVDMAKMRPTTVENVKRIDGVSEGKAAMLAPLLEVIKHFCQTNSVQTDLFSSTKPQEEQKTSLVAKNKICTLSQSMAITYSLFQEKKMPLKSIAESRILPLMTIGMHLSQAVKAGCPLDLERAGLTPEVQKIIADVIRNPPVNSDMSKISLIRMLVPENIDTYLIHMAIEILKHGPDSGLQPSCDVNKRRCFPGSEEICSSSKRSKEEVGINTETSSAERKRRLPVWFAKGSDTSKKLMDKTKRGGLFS
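Kinetic fluorescence helicase assay: unwinding of a quenched forked DNA duplex (100 nM final) with 2 mM ATP final raises red fluorescence (525/598 nm). Compounds sat 15 min at room temperature with 20 nM WRN beforehand.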
Active calls of the source: *; ? = inconclusive; nt = not tested or not shown; [ ] = dose if it differs, or a comment. Unless noted, the call rests on the fitted dose curve; in most records, active means well fitted curve in the direction sought with a large enough effect; inconclusive means small, poorly fitted or top-dose-only effect, or another doubt; inactive means no such curve, though single readings can be large; an effect the other way counts as inactive or inconclusive.

SMILES	aSyn yeast inh	FUS suppressor	PLK1 PBD block	EPAC1 agonist	EPAC1 antagonist	PI5P4K alpha inh	IL2 activator	Abeta yeast res	WRN inhibitor
CCCCCOc1ccc(C(=O)OC(C)C(=O)NCc2ccco2)cc1 (stereo not given)	-2%	16%	-13%	-7%	13%	3	-4.9	-3%	-10%
COc1cc(CCC(=O)OCC(=O)Nc2c(F)cccc2F)cc(OC)c1OC	-1%	16%	-3%	10%	3%	1	-0.3	8%	-2%
Cc1ccc(Cl)cc1NC(=O)CCC(=O)NCc1ccco1	-6%	-1%	-14%	8%	3%	7	0.0	17%	-24%
CN(C)c1cccc(NC(=O)NC2(C)CCS(=O)(=O)C2)c1 (stereo not given)	-4%	18%	2%	2%	13%	-1	0.0	?	1%
O=C(c1ccc(COc2ccc(Cl)cc2Cl)o1)N1CCCC1	4%	nt	-11%	7%	-10%	1	-5.3	-35%[inhibitor]	-26%
O=C(NC1CCN(S(=O)(=O)c2ccccc2)CC1)C1CCCCC1	0%	-1%	3%	5%	6%	nt	0.7	19%	-2%[57.1 µM]
Cc1[nH]c(=O)sc1C(=O)NCc1ccc([N+](=O)[O-])cc1	-1%	-27%	-2%	-20%	10%	2	-0.1	-15%	9%[57.1 µM]
O=C(COC(=O)c1ccccn1)NCc1cccc(Cl)c1	-1%	-7%	3%	-3%	6%	2	-2.1	3%	-5%
Cc1onc(-c2c(F)cccc2Cl)c1C(=O)N1CCN(S(C)(=O)=O)CC1	-11%	16%	3%	0%	8%	nt	-2.6	6%	-1%
COC(=O)C1=CN(Cc2ccc(OC)c(OC)c2)C=C(C(=O)OC)C1c1ccc(F)cc1	25%	36%	-11%	-2%	-13%	0	-1.8	16%	-7%
CN1CCN(C(=S)Nc2cc([N+](=O)[O-])ccc2Cl)CC1	14%	nt	?	8%	-9%	2	-2.3	10%	3%
CCOC(=O)C(=O)Nc1ccccc1C(=O)NC(C)C	-12%	10%	-3%	-2%	8%	nt	-2.3	11%	0%
O=C(Cn1cc(C(=O)c2ccco2)c2ccccc21)NC1CC1	-1%	18%	-11%	15%	-15%	2	1.6	-14%	-5%
COC(=O)C(NNc1ccccc1)(NC(=O)c1ccccc1F)C(F)(F)F (stereo not given)	0%	26%	-20%	14%	-18%	nt	-0.9	-12%	5%
Cc1ccc(CNC(=O)c2ccc(N(C)S(=O)(=O)c3ccccc3)cc2)cc1	-7%	10%	0%	4%	-11%	2	0.1	14%	-11%
CCCCC(=O)Nc1c(C)cc(C)cc1Cl	-2%	?	-18%	-3%	2%	-1	1.7	6%	-1%
COc1ccc(-c2cc(=O)c3ccccc3n2C)cc1	1%	-2%	-2%	-4%	12%	4	-2.7	2%	4%[57.1 µM]
CCC(c1nnnn1Cc1cccs1)N1CCN(C2CCCC2)CC1 (stereo not given)	0%	19%	-4%	-6%	2%	3	-1.1	10%	-14%
CN1C(=O)c2ccccc2CC12c1ccccc1C(=O)N2C (stereo not given)	0%	-11%	3%	2%	-4%	-11	-1.6	6%	2%
CC(C)NC(=O)NC(=O)COC(=O)c1ncc(Cl)c(Cl)c1Cl	0%	16%	-9%	-3%	-10%	10	-2.4	-1%	-6%
O=c1[nH][nH]c(=O)c2c(NS(=O)(=O)c3ccccc3)cccc12	-1%	11%	?	2%	-7%	-2	-1.1	-22%	2%
COc1ccccc1OCCC(=O)OCC(=O)Nc1ncc(Cl)cc1Cl	9%	42%	-2%	-2%	8%	-24	0.9	5%	-4%
COc1ccc(N(CC(=O)Nc2ccc3c(c2)OCO3)S(=O)(=O)c2ccccc2)c(OC)c1	-1%	?	-6%	14%	7%	nt	-1.3	22%	1%
COc1ccccc1N1CCN(C(=O)c2ccc(-c3nc4ccccc4s3)o2)CC1	1%[1.84 µM]	?	2%	3%	23%	4	-0.4	-16%	-12%
CCOC(=O)Cn1c(S(=O)(=O)Cc2ccccc2Cl)nc(-c2ccccc2)c1-c1ccccc1	0%	?	-7%	7%	-13%	nt	-1.4	-9%	-8%

Additional entries:
SMILES	aSyn yeast inh	FUS suppressor	PLK1 PBD block	EPAC1 agonist	EPAC1 antagonist	PI5P4K alpha inh	IL2 activator	Abeta yeast res	WRN inhibitor
CC1CCN(CC(=O)N(C)c2c(N)n(Cc3ccccc3)c(=O)[nH]c2=O)CC1	-1%	-1%	2%	-13%	-7%	2	8.2	-10%	-6%
CNc1c(NS(=O)(=O)c2ccc3c(c2)CCCC3)c(=O)oc2ccccc12	-7%	13%	-5%	12%	21%	5	0.4	7%	11%
Cc1n[nH]c(=O)c2c(NC(=O)COC(=O)c3cccc(OC(F)F)c3)oc(C)c12	-5%	5%	-24%	2%	-13%	-1	-0.3	-8%	-9%
COc1ccccc1CCN1CCCC(CN(C)C(=O)CCC(N)=O)C1 (stereo not given)	-3%	-18%	-18%	5%	7%	1	0.6	-10%	2%
N#Cc1nc(-c2ccccc2)oc1N1CCN(C(=O)c2ccco2)CC1	-2%	4%	0%	-20%	7%	3	0.9	2%	-8%
Cc1nc2c(-c3ccccc3)c(C)nn2c(C)c1CCC(=O)N1CCOCC1	0%	10%	-6%	3%	-8%	nt	0.9	14%	-6%
Cc1c(C(=O)OCC[N+]2(C)CCCCC2)oc2ccccc12	-3%	15%	-16%	8%	-1%	-1	-0.6	3%	6%
COc1ccc(S(=O)(=O)N(c2onc(C)c2Cl)S(=O)(=O)c2ccc(OC)c(OC)c2)cc1OC	5%	39%	-9%	-6%	7%	nt	-1.0	10%	-3%
CCN(CCC#N)c1ccc(/C=N/Nc2nc(C)cc(=O)[nH]2)c(C)c1	2%	20%	-7%	5%	-7%	0	0.3	3%	2%
O=C(Cn1nc(-c2ccccc2)c2ccccc2c1=O)NCC1CCCO1 (stereo not given)	0%	1%	-3%	-1%	10%	-2	-2.3	13%	5%
COc1cccc(/C=C/C(=O)NCCc2ccc3c(c2)OCCO3)c1	-1%	-2%	-7%	4%	?	-5	-2.4	-16%	1%
CCCCc1nc2cc(C(=O)N3CCC(OC)CC3)ccc2o1	0%	18%	-12%	1%	1%	3	-1.2	-15%	-5%
CC(OC(=O)CCC(=O)c1cccs1)C(=O)Nc1ccccc1[N+](=O)[O-] (stereo not given)	-2%	9%	-12%	2%	-3%	-7	0.8	-12%	8%
O=C(CSc1ccc(-c2ccccn2)nn1)N1CCCC1	8%	-3%	13µM*	-7%	6%	-26	-0.4	-25%	-11%
CCOc1cc(N2CCOCC2)c(OCC)cc1NC(=O)COC(=O)CCOc1ccc(C)cc1	0%	12%	-1%	-7%	-3%	2	-2.1	1%	-8%
CC(NC(=O)c1ccc(NC(=O)CC2SC(N3CCCC3)=NC2=O)cc1)c1ccc(S(N)(=O)=O)cc1 (stereo not given)	2%	?	-13%	-12%	-19%	-6	1.4	7%	-26%
CCCCSCCCNC(=O)CCCN1C(=O)c2ccccc2Sc2ncccc21	4%	23%	4%	2%	-22%	-1	-3.1	-18%	-11%
CC(CC(=O)O)CC(=O)Nc1nncs1 (stereo not given)	-1%	15%	-9%	-9%	-24%	-8	-0.4	-12%	9%
Cc1cc2nc(SCCOC(=O)Nc3ccccc3)nc(C)c2cc1C	13%	nt	4%	8%	-24%	19	-0.2	?	-4%
Cc1[nH]c2ccc(C(=O)NC3CCC(C)CC3)cc2c1C (stereo not given)	0%	-1%	2%	-16%	10%	4	1.2	-21%	3%
CC1Cc2cc(S(=O)(=O)N3CCCCC3C)ccc2N1C(=O)C1CCC1 (stereo not given)	3%	17%	-6%	19%	-20%	1	-0.1	nt	-10%
CN(C(=O)c1ccccc1C(=O)OCC(=O)NCc1ccccc1)C1CCCCC1	-9%	-11%	-16%	-10%	-30%	8	0.1	0%	-7%
COc1ccc(-c2ccc(OC)c([C@H]3[C@H]4C=CC[C@@H](C)[C@@H]4C(=O)N3Cc3ccccc3)c2)cc1OC	2%	33%	?	-13%	-25%	-16	-0.1	12%	4%
O=C(CN1CCCCCC1)N/N=C/c1cccs1	2%	3%	-2%	1%	-10%	nt	0.7	-2%	3%
Cc1ccc(S(=O)(=O)N(C)CC(=O)NCCCn2ccnc2)cc1	-3%	2%	-4%	-1%	-18%	-2	1.5	5%	1%

(continued)
SMILES	aSyn yeast inh	FUS suppressor	PLK1 PBD block	EPAC1 agonist	EPAC1 antagonist	PI5P4K alpha inh	IL2 activator	Abeta yeast res	WRN inhibitor
O=C(NCC1CCCN1S(=O)(=O)c1cccs1)C(=O)Nc1ccccc1 (stereo not given)	2%	23%	4%	-1%	-10%	-8	-0.9	4%	-8%
CC(=O)NC(=S)Nc1ccc2oc(=O)ccc2c1	-3%	6%	1%	3%	-4%	0	1.5	-8%	7%
COc1cc2c(cc1OC)C(c1ccccc1)NC(C)(C)C2 (stereo not given)	-7%	-34%	-13%	9%	-27%	1	-0.5	-11%	-3%
CCOC(=O)N1CCN(S(=O)(=O)c2ccc(C(=O)N(CCN(C)C)c3nc4ccc(Cl)cc4s3)cc2)CC1	1%	27%	-14%	3%	-21%	-4	-3.4	7%	13%
O=C1CSC(=Nc2ccccc2)N1Cc1ccccc1	-12%	10%	-12%	11%	?	-2	8.5	10%	-33%[57.1 µM]
COc1ccccc1NC(=O)CSc1nnc(C2CCCCC2)o1	5%	23%	2%	7%	-1%	0	-0.5	?	1%
O=C1NC[C@@H](CCCCN2CCN(CCc3ccc(O)cc3)C(=O)C2=O)N(CCc2ccc(O)cc2)C1=O	-1%	-16%	1%	-15%	9%	-3	-0.7	-6%	2%

Three entries from above, bar-delimited:
molecule | aSyn yeast inh | FUS suppressor | PLK1 PBD block | EPAC1 agonist | EPAC1 antagonist | PI5P4K alpha inh | IL2 activator | Abeta yeast res | WRN inhibitor
O=C(NCC1CCCN1S(=O)(=O)c1cccs1)C(=O)Nc1ccccc1 (stereo not given) | 2% | 23% | 4% | -1% | -10% | -8 | -0.9 | 4% | -8%
CC(=O)NC(=S)Nc1ccc2oc(=O)ccc2c1 | -3% | 6% | 1% | 3% | -4% | 0 | 1.5 | -8% | 7%
COc1cc2c(cc1OC)C(c1ccccc1)NC(C)(C)C2 (stereo not given) | -7% | -34% | -13% | 9% | -27% | 1 | -0.5 | -11% | -3%

Screening data (PubChem BioAssay)
